# GDH-TPI counter: counter-screen for M. tuberculosis FBA inhibitors: GDH-TPI coupled enzymes. actives 1.2% (n = 360,000). inhibition, % at 4.8 µM. GDH-TPI coupled enzyme counterscreen, NADH absorbance; in the data active = inhibition above about 30%;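 also: 0% = DMSO wells and 100% = wells lacking the enzyme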
# PfHsp40 rescue: restores yeast growth despite PfHsp40 toxicity; AID 504582; actives 0.68% (n = 340,000); growth rescue, % at 12.5 µM; S. cerevisiae expressing PfHsp40, growth rescue, ATP luminescence; in the data active = growth rescue above about 28%, passing the limit was not always enough;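 also: yeast W303a lacking pdr1 and pdr3 grown in galactose medium; growth measured after three days at 30 °C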
# FadD28 FP inh: blocks FadD28 binding to the bisubstrate probe; fluorescence polarization; inhibition, % at 12.5 µM; actives 0.22% (n = 360,000); AID 588549; in the data active = inhibition above about 8.5%, passing the limit was not always enough
# Y pestis TopoI: blocks Yersinia pestis topoisomerase I activity | AID 504884 | activity, % at 10 µM | actives 0.064% (n = 360,000) | Y. pestis Topo-I cleavage product accumulation, plate reader; in the data active = activity above about 50%, passing the limit was not always enough; also: inactives centre near 2
# TcdB inh: blocks C. difficile toxin B glycohydrolase activity; P18177; TcdB glycohydrolase enzymatic assay, plate reader; inhibition, % at 9.99 µM; actives 0.24% (n = 350,000); AID 652162; in the data active = inhibition above about 10%
# FBA Mtb inh: inhibitors of M. tuberculosis fructose-bisphosphate aldolase; P9WQA3; purified M. tuberculosis FBA, fluorescence read-out; inhibition, % at 1 µM; actives 2.3% (n = 360,000); AID 588726; in the data active = inhibition above about 27%;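 also: 0% = vehicle and 100% = reference inhibitor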
# Target sequence (P9WQA3 whole entry, looked up): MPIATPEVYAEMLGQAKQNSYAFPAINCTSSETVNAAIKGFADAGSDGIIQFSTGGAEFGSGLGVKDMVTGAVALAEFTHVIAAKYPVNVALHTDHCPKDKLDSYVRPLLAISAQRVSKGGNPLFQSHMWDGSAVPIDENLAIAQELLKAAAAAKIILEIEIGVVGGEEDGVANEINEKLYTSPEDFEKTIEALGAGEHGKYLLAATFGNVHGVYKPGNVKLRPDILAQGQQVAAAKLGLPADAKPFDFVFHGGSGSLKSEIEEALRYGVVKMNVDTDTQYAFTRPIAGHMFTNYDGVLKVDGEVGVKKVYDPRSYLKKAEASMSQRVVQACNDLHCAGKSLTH
# Mtb UGM inh: blocks M. tuberculosis UGM enzyme; P9WIQ1; purified UGM, fluorescence polarization probe displacement; inhibition, % at 10 µM; actives 0.06% (n = 320,000); AID 504406; in the data active = inhibition above about 10%, passing the limit was not always enough
# Target sequence (P9WIQ1 whole entry, looked up): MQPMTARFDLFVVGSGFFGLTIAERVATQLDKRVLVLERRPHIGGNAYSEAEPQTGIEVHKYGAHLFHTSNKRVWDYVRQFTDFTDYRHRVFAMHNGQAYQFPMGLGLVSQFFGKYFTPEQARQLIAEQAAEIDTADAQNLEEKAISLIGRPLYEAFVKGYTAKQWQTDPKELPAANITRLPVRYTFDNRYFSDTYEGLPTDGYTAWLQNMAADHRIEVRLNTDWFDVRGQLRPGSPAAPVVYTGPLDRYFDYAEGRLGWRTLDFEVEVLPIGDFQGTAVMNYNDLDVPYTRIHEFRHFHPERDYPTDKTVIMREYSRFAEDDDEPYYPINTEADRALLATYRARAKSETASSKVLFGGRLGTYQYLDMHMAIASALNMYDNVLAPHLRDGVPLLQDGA
# Mtb BioA inh: blocks M. tuberculosis BioA enzyme activity | purified M. tuberculosis BioA enzyme, plate reader | actives 0.096% (n = 360,000) | AID 602481 | inhibition, % at 9.99 µM; in the data active = inhibition above about 40%
# Vc quorum ag: induces V. cholerae light production without autoinducers. V. cholerae BH1578 lux reporter, luminescence, 6 h. activation, % at 18.7 µM. actives 0.16% (n = 350,000). AID 588436; in the data active = activation mostly above about 9.7%, no sharp cut-off; also: not every result past the cut was called active; inactives centre near 0; reference of the scale not given here
# * = called active by the depositor; i = inactive; . = not tested or not shown. This is a random part of the collection (roughly 4.6% active in at least one column).
cpd	mol	GDH-TPI counter	PfHsp40 rescue	FadD28 FP inh	Y pestis TopoI	TcdB inh
1	Cc1ccc(OCCNC(=O)[C@H]2O[C@@H](n3ccc(N)nc3=O)[C@H](O)[C@@H]2O)cc1C	.	.	-2.3	.	-1.4
2	CCCC(=O)NC(Nc1cccc(C(F)(F)F)c1)C(Cl)(Cl)Cl (stereo not drawn)	-2	-0.6	-11	-6	.
3	COc1cccc(C(=O)NN2CCOCC2)c1	5	-1.5	-0.2	-6	0.0
4	Cc1[nH]c(C)c(S(=O)(=O)N2CCCCC2C)c1C(=O)N1CCCC1 (stereo not drawn)	4	-0.8	0.2	1	0.3
5	COc1ccc(N(C)S(=O)(=O)c2cccc(C(=O)OCC(=O)N(C)c3ccccc3)c2)cc1	-5	1.1	-5.3	-8	1.4
6	N/C(=N\N=C/c1ccc(F)cc1)N/N=C\c1ccc(F)cc1	22	3.8	-3.7	-2	0.1
7	COc1ccc(CCCNC(=O)C2(C)Cc3c(-c4ccc5c(c4)OCO5)ccnc3O2)cc1 (stereo not drawn)	4	.	0.4	-4	1.3
8	Cc1ccc(CNC(=O)CCCc2cn(C)c3ccccc23)cc1	-16	-0.6	-4.1	28	1.6
9	Cc1ccc(N)cc1O	0	-0.3	-0.3	1	-0.3
10	COc1ccc(CN2CCC(C(=O)NC(C)c3cccc4ccccc34)CC2)cc1 (stereo not drawn)	7	.	-2.5	7	.

cpd	FBA Mtb inh	Mtb UGM inh	Mtb BioA inh	Vc quorum ag
1	4	.	0.0	.
2	1	-1.6	2.2	i
3	3	1.4	.	-0.3
4	1	1.2	-2.1	3.8
5	1	1.6	-1.6	-1.1
6	-1	-2.6	-0.6	i
7	20	.	-0.8	-0.4
8	-1	1.9	.	-2.2
9	0	0.5	1.3	-0.4
10	-2	.	-0.7	-0.8

# Other structures follow.
cpd	mol	GDH-TPI counter	PfHsp40 rescue	FadD28 FP inh	Y pestis TopoI	TcdB inh
11	CCOC(=O)N1CCC(NC(=O)C(CC(C)C)NC(=O)C2CCC(C)CC2)CC1 (stereo not drawn)	-15	-1.1	-3.7	0	.
12	CCCC(=O)N1CCOCC1c1cc(C(=O)Nc2ccccc2)no1 (stereo not drawn)	-8	.	-2.3	-2	0.8
13	C[N+](C)(C)C[C@H](O)CC(=O)[O-]	12	-1.1	-0.5	1	1.2
14	Cc1ccc(C(c2nnnn2CS(=O)(=O)c2ccc(C)cc2)N2CCC(C)CC2)cc1 (stereo not drawn)	-3	6.5	-2.0	-1	.
15	COc1cnc(SCc2ccc(Cl)cc2)nc1Cl	4	-0.5	-3.9	15	.
16	O=c1c2ccccc2[nH]c(=S)n1CCN1CCCCC1	9	-1.4	-0.2	-5	0.6
17	Cc1ccc2c(c1)N(C(C)C(=O)N1CCC3(CC1)OCCO3)C(=O)CO2 (stereo not drawn)	-11	-1.1	-1.6	0	-1.0
18	O=C(Nc1ccccc1)/C(=C\c1ccccc1)NC(=O)c1ccco1	2	.	-0.9	-3	0.5
19	Cc1ccccc1C(=O)NCc1nnc(SCC(=O)N2c3ccccc3Sc3ccccc32)n1C	-4	-0.8	-2.5	21	.
20	CCOC(=O)c1cc2cc3ccccc3cc2[nH]1	2	1.0	-2.0	-1	.

cpd	FBA Mtb inh	Mtb UGM inh	Mtb BioA inh	Vc quorum ag
11	-10	0.8	-1.0	3.1
12	-1	.	-0.1	0.3
13	3	-1.0	-0.8	-0.9
14	-16	0.7	-0.6	2.9
15	-1	-1.4	-1.9	-0.3
16	-1	-0.3	-1.4	i
17	-1	4.1	-2.9	-0.3
18	-1	-4.3	-1.9	i
19	0	-0.3	1.8	i
20	18	-2.0	2.3	5.0

# Next part, starting with the last four of the part before.
cpd	mol	GDH-TPI counter	PfHsp40 rescue	FadD28 FP inh	Y pestis TopoI	TcdB inh
17	Cc1ccc2c(c1)N(C(C)C(=O)N1CCC3(CC1)OCCO3)C(=O)CO2 (stereo not drawn)	-11	-1.1	-1.6	0	-1.0
18	O=C(Nc1ccccc1)/C(=C\c1ccccc1)NC(=O)c1ccco1	2	.	-0.9	-3	0.5
19	Cc1ccccc1C(=O)NCc1nnc(SCC(=O)N2c3ccccc3Sc3ccccc32)n1C	-4	-0.8	-2.5	21	.
20	CCOC(=O)c1cc2cc3ccccc3cc2[nH]1	2	1.0	-2.0	-1	.
21	CN1C[C@@H](CO)O[C@@H](n2cnc3c(N4CCN(CCO)CC4)ncnc32)C1	-2	.	-3.2	-1	-2.1
22	CC(/C=C/c1ccco1)=N/NC(=O)C1COc2ccccc2O1 (stereo not drawn)	25	-0.1	-0.2	2	8.4
23	Nc1[nH]nc2nc3ccccc3cc12	1	-0.2	-2.2	-12	3.3
24	COc1cccc(/C=C/C(=O)Nc2ccc(C(=O)Nc3cccc(S(N)(=O)=O)c3)cc2)c1OC	17	0.5	0.6	1	1.4
25	CCCNC(=S)NNC(=O)c1cc(-c2cccnc2)nc2ccccc12	10	-1.2	-2.5	-4	0.3
26	Cc1ccccc1OC(C)C(=O)Nc1ccc2c(c1)OCO2 (stereo not drawn)	2	-0.4	-3.3	-4	0.4
27	O=S(=O)(c1ccc(SCCO)nc1)N1CCOCC1	1	-0.1	.	-8	-1.1
28	O=C(Cc1ccccc1)Nc1ccc(C(=O)NCC2COc3ccccc3O2)cc1 (stereo not drawn)	7	0.2	-0.3	3	.
29	Cc1n[nH]c(=O)c2c(NC(=O)COC(=O)c3ncc(Cl)c(Cl)c3Cl)oc(C)c12	11	-2.1	-1.1	1	2.4
30	Cc1cccc(-c2cccc(NC(=O)C3CCCN(Cc4cccnc4)C3)c2)c1 (stereo not drawn)	7	-2.4	-5.9	31	1.5

cpd	FBA Mtb inh	Mtb UGM inh	Mtb BioA inh	Vc quorum ag
17	-1	4.1	-2.9	-0.3
18	-1	-4.3	-1.9	i
19	0	-0.3	1.8	i
20	18	-2.0	2.3	5.0
21	-1	.	-0.2	-1.2
22	1	-0.7	1.9	0.8
23	-6	0.6	0.3	-0.3
24	1	-2.5	-2.0	-2.3
25	1	0.7	1.4	i
26	0	0.0	0.9	i
27	0	-0.4	1.0	-3.1
28	-1	-0.4	-2.9	i
29	4	0.9	-3.2	i
30	0	0.4	0.2	i

# Remaining list, next part:
cpd	mol	GDH-TPI counter	PfHsp40 rescue	FadD28 FP inh	Y pestis TopoI	TcdB inh
31	O=C(O)COc1ccc(/C=N/NC(=O)/C(=C/C=C/c2ccccc2)NC(=O)c2ccccc2)cc1	55*	0.0	-4.0	2	0.5
32	Cc1cccc(NC(=O)CSc2nnc(CNC(=O)c3ccco3)n2C)c1C	3	2.0	-3.4	3	1.1
33	FC(F)(F)c1nnc(N2CCN(c3ccc(Cl)cc3)CC2)s1	4	-0.9	-2.2	2	-1.0
34	Cc1cc(C)nc(NS(=O)(=O)c2ccc(NC(=O)c3cc(=O)c4ccccc4o3)cc2)n1	16	-0.9	-5.4	-9	2.2
35	CCN(c1ccc(C)c(C)c1)S(=O)(=O)c1c(C)[nH]c(=O)[nH]c1=O	15	0.9	-0.4	-8	.
36	CCOC(=O)c1c(C)n(C)c2ccc(OCC(O)CN3CCN(C)CC3)cc12 (stereo not drawn)	-7	-0.9	-1.1	6	0.4
37	COc1ccc(-n2nnc3c(SCC(=O)OCc4ccccc4)ncnc32)cc1	11	-2.2	-1.2	3	.
38	COc1ccc(S(=O)(=O)N2CCN(Cc3cc4c(cc3Br)OCCO4)CC2)cc1	6	-0.1	-0.4	38	-1.8
39	CN(C(=O)C(=O)c1cn(CC(=O)N2CCCC2)c2ccccc12)C1CCCCC1	21	0.6	1.7	17	-3.4
40	CCCCN(C(=O)C1=CC=CN2CCS(=O)(=O)N=C12)c1ccccc1	14	0.5	-1.1	3	2.1

cpd	FBA Mtb inh	Mtb UGM inh	Mtb BioA inh	Vc quorum ag
31	3	2.1	0.3	-1.9
32	-2	0.0	0.1	6.2
33	0	-2.9	.	-0.7
34	-2	2.0	1.6	0.7
35	1	1.4	-1.8	i
36	0	-0.4	0.7	-0.5
37	-1	-0.5	-5.5	.
38	1	.	-1.5	-2.8
39	0	-1.7	-0.1	-0.5
40	4	.	-1.2	i

# Next part.
cpd	mol	GDH-TPI counter	PfHsp40 rescue	FadD28 FP inh	Y pestis TopoI	TcdB inh
41	CCC(=O)Nc1ccc(C(=O)COC(=O)c2sc(C)nc2C)cc1	1	-0.4	-1.2	-3	1.4
42	CC(OC(=O)C(C)Oc1ccccc1)C(=O)Nc1ccc(S(=O)(=O)N2CCCCC2)cc1 (stereo not drawn)	0	-1.3	-1.1	29	1.6
43	C=CCn1c(SCC(=O)NCCOC)nnc1-c1cc2c(s1)CCC(CC)C2 (stereo not drawn)	-1	-0.2	-1.5	33	0.6
44	CC(NS(=O)(=O)c1ccc(Br)cc1)C(=O)NCc1ccco1 (stereo not drawn)	12	-0.3	-1.5	1	1.6
45	CC1=C(C(=O)N(C)C)CC(CC(=O)NC(c2ccccc2)c2ccccc2)C(=O)N1CCCN1CCCC1=O (stereo not drawn)	1	.	-3.0	-5	1.1
46	CCOc1ccc2c(=O)c(-c3ccc4c(c3)OCCCO4)c(C)oc2c1	-4	-1.4	-3.4	-3	.
47	CC1Cc2ccccc2N1C(=O)Cn1nc(C(=O)O)c2ccccc2c1=O (stereo not drawn)	6	1.7	-1.0	10	.
48	CCCC(=O)Nc1nc2ccc(C(=O)OCC)cc2s1	-4	-1.0	0.5	0	2.2
49	Cc1cccc(NC(=O)COC(=O)c2ccc(S(=O)(=O)N3CCCCCC3)cc2)c1	4	0.4	0.0	22	1.0
50	COc1ccc(-c2nn(-c3ccccc3)cc2/C=N/N2C(=O)CSC2=S)cc1	19	1.1	-4.4	-3	.

cpd	FBA Mtb inh	Mtb UGM inh	Mtb BioA inh	Vc quorum ag
41	-1	.	-1.7	-3.5
42	1	2.8	-0.3	i
43	-1	-0.5	4.9	i
44	3	-1.3	.	-3.2
45	2	.	-0.9	-0.4
46	0	1.9	.	-0.1
47	2	-1.8	2.3	i
48	2	-0.6	-0.6	0.0
49	0	.	-2.2	-1.1
50	-1	-1.0	0.0	1.0

# Carrying on.
cpd	mol	GDH-TPI counter	PfHsp40 rescue	FadD28 FP inh	Y pestis TopoI	TcdB inh
51	CC(=O)c1c(C(C)=O)c(C)n(-c2nc(-c3ccc(Br)cc3)c(C)s2)c1C	15	-0.9	-2.0	9	.
52	COc1ccc([N+](=O)[O-])cc1NC(=O)COC(=O)/C=C/c1ccco1	22	-0.9	-1.4	-7	1.1
53	CCC(C)[C@H](NC(=O)NCc1ccc(F)cc1)C(=O)O (stereo partly drawn)	3	-0.9	0.9	-8	0.7
54	Cc1ccc(S(=O)(=O)N2[C@@H](c3ccc(Cl)cc3)C(C(=O)O)=C[C@H]2CC2CCCC2)cc1	3	4.1	-4.6	10	1.1
55	c1ccc(C2CSc3ccccc3N2)cc1 (stereo not drawn)	4	-1.9	1.8	1	2.8
56	C=CCn1c(CCc2ccccc2)nnc1SCC(=O)OC	-3	-1.5	-2.5	-5	0.8
57	Cc1cccc(CN2CCC(n3nccc3NC(=O)CCCc3ccccc3)CC2)c1	-5	.	-3.0	16	-0.1
58	COc1ccc(-c2csc3ncnc(N4CCN(c5cccc(C)c5C)CC4)c23)cc1	12	-1.5	-0.3	9	1.3
59	COC(=O)c1cn(N(C)c2ncc(C(F)(F)F)cc2Cl)c(=O)c2ccccc12	15	-0.1	-3.8	1	.
60	Cc1ccc2[nH]cc(C(=O)CN3CCN(c4ccccn4)CC3)c2c1	14	-1.3	0.2	-1	.
61	CC12C=CC(=O)C=C1C(F)CC1C3CCC(O)(C(=O)CO)C3(C)CC(O)C12F (stereo not drawn)	2	-0.3	-3.9	-1	-4.4
62	COC(=O)C1=C(c2ccc(OC(F)(F)F)cc2)C[C@@H]2CC[C@H]1N2C(=O)NCCO	26	-0.2	-4.6	-2	1.2

cpd	FBA Mtb inh	Mtb UGM inh	Mtb BioA inh	Vc quorum ag
51	-3	0.4	-2.9	2.2
52	-2	-1.0	.	-0.3
53	0	1.2	-2.1	-0.5
54	3	.	3.9	1.4
55	2	1.8	-0.5	i
56	6	1.3	1.1	-0.2
57	-2	.	.	-2.9
58	-3	0.3	-2.1	0.5
59	0	-0.3	-1.1	-0.8
60	1	1.0	0.6	-0.4
61	0	.	.	.
62	-1	-0.1	-1.0	i
